Assay outcomes from PubChem BioAssay.
Mdm2-MdmX inh: human Mdm2/MdmX binding inhibition; O15151+Q00987; inhibition, % at 8 µM; 330,000 compounds, 3% hits; SaOS-2 split-luciferase Mdm2/MdmX complementation, luminescence;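 active = inhibition of at least 50% at 8 µM in the primary screen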
CXCR6 block: CXCR6 (human) receptor inhibition; O00574; inhibition, % at 20 µM; 360,000 compounds, 0.36% hits; CHO-K1 PathHunter CXCR6 beta-arrestin, luminescence; in the data active = inhibition above about 34%, passing the limit was not always enough;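 also: antagonist mode with CXCL16 agonist at 10 nM final; 0% = 10 nM CXCL16 with DMSO and 100% = unstimulated wells without agonist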
Target sequence (O00574 whole entry, looked up): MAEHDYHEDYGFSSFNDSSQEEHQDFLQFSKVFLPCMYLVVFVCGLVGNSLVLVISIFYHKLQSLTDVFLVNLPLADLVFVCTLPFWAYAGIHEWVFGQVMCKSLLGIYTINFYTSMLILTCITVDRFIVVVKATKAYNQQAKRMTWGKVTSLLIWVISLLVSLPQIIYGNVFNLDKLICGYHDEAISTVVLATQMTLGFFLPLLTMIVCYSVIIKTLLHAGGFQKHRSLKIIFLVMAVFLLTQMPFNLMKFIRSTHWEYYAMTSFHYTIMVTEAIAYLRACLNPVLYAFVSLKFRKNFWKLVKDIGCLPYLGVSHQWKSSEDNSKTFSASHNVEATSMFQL
697 NFkB inh: inhibitors of the PMA/ionomycin-induced NF-kB reporter in 697 B cells. inhibition, % at 4 µM. 697 B-cell NF-kB luciferase reporter, 16 h. 330,000 compounds, 0.33% hits. AID 435022; in the data active = inhibition above about 35%
CCR6 antag: CCR6 (human) receptor antagonism. CHO-K1 CCR6 PathHunter beta-arrestin, luminescence, CCL20-stimulated. inhibition, % at 20 µM. 340,000 compounds, 0.49% hits;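 active = compounds whose inhibition of the agonist-driven luminescence signal at 20 µM reaches about 50%, limit read from the data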;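 also: cells stimulated with CCL20 at 14 nM final; plate controls were DMSO with CCL20 for no effect and DMSO without agonist for full effect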
Target sequence (P51684 whole entry, looked up): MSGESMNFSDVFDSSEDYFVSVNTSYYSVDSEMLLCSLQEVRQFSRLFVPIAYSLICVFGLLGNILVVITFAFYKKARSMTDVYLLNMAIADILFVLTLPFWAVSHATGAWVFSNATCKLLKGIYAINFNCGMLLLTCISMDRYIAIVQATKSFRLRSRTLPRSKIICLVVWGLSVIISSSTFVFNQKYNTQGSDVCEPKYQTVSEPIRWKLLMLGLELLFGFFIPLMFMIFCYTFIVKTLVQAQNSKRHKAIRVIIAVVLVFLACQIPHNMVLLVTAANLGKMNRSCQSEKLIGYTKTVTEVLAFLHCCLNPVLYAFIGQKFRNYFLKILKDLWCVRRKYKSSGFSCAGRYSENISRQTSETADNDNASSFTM
UPR CHOP act: apoptotic UPR (CHOP) activation | CHO-CHOP luciferase reporter, luminescence; percent of tunicamycin response over DMSO baseline | activation, % at 10 µM | AID 449763 | 330,000 compounds, 0.34% hits;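 active = at 10 µM dose, activation of 40% or more, normalized to positive control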;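 also: 100% = tunicamycin at 10 µg/mL and 0% = DMSO alone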
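Test system: CHO CHOP reporter cells. Input: 500 CHO-CHOP cells per well. Medium: F12 with 10% FBS. Technique: luciferase luminescence. Measure: percent activation relative to tunicamycin control. Dosing: 10 µM compound, 0.5% DMSO. Timing: 16-18 h cell attachment, then 6 h compound exposure, 37 °C.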
Gli-Sufu block: Gli-Sufu pathway antagonism. AID 588413. Sufu-KO-LIGHT fibroblasts, Gli luciferase reporter luminescence. 340,000 compounds, 0.74% hits. inhibition, % at 5 µM;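 active = inhibition above about 55%, limit read from the data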;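 also: 0% = DMSO-treated cells and 100% = wells with medium but no cells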
EBI2 antag: antagonists of human EBI2 receptor | EBI2 beta-arrestin recruitment, luminescence, 7a,25-OHC stimulated | 360,000 compounds, 0.81% hits | inhibition, % at 5 µM; in the data active = inhibition above about 38%;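 also: enzyme fragment complementation signal reports receptor beta-arrestin coupling in cells; 0% = agonist plus DMSO wells and 100% = wells without agonist; some results beyond the cut were filed as inactive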
Target sequence (P32249 whole entry, looked up, the tested form may be a part): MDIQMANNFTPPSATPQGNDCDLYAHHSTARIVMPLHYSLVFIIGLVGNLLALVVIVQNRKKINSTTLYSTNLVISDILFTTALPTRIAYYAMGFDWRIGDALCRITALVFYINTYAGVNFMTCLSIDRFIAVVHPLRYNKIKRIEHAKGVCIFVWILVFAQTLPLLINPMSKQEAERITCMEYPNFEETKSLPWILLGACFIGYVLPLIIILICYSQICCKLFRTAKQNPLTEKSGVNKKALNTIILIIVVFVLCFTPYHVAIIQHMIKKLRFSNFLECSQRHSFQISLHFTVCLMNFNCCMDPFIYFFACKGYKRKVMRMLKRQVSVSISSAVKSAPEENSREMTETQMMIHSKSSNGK
Jurkat NFkB inh: lowers PMA/ionomycin-induced NF-kB signal in Jurkat cells; inhibition, % at 4 µM; 330,000 compounds, 0.53% hits; AID 435003; PMA/ionomycin-induced NF-kB luciferase reporter, luminescence; in the data active = inhibition above about 50%
XBP1 UPR activ: adaptive UPR (XBP1) activation. 330,000 compounds, 0.33% hits. activation, % at 20 µM. CHO-XBP1 luciferase reporter, IRE1-XBP1 UPR activation, luminescence; percent of tunicamycin response, DMSO as zero;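 active = versus positive control, 20 µM dose yields 30% or more activation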;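 also: 100% = tunicamycin at 10 µg/mL and 0% = DMSO only wells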
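assay system = CHO-XBP1 luciferase reporter cells | amount = 1000 cells/well | buffer or medium = F12 plus 10% FBS | compound dosing = single point, 20 µM final compound, 1% DMSO | incubation = 16-18 h cell attachment at 37 °C, then 6 h compound exposure | detection = Steady-Glo luminescence read | controls = tunicamycin 10 µg/mL and vehicle-only wells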
An asterisk follows results filed as active; x = no result given. Not all compounds are listed (hit frequency here may not be typical).

SMILES | Mdm2-MdmX inh | CXCR6 block | 697 NFkB inh | CCR6 antag | UPR CHOP act | Gli-Sufu block | EBI2 antag | Jurkat NFkB inh | XBP1 UPR activ
COc1ccc(CCNCc2c(OC)ccc3ccccc23)cc1 | 32 | -5 | 5 | 7 | 1.2 | 28 | -3 | -8 | 0
OC12CCCCC1C(c1ccccc1)NCC2 (stereo not drawn) | 24 | 9 | -5 | 6 | -1.0 | 2 | 7 | 10 | -1
CSc1ccc(CN2CCN(C(=O)Cc3ccccc3)CC2)cc1 | -29 | 1 | 8 | 2 | 1.5 | -1 | 4 | 12 | 1
Cc1ccc(-c2nc3ccccc3c(=O)n2-c2cccnc2)cc1 | -9 | -10 | 14 | 3 | 0.5 | -3 | 2 | -16 | -1
CCC(=NC1CC1)c1c(O)n(C2CCCCC2)c(=O)[nH]c1=O | -31 | 3 | -41 | 11 | 3.4 | -18 | 4 | -48 | 2
O=c1c2ccccc2nc(-c2ccoc2)n1-c1ccccc1Cl | 16 | 1 | -2 | 4 | -0.4 | 19 | 1 | 2 | -2
CC(C)(C)n1c(O)c(C=Nc2ccc3c(c2)CCC3)c(=O)[nH]c1=O | 2 | -6 | 15 | 11 | 5.4 | -15 | 31 | -6 | 3
COc1ccc(CC2(CCc3ccncc3)C(=O)NC(=O)NC2=O)c(OC)c1 | 2 | 2 | 17 | 8 | 0.2 | 7 | -8 | 1 | 0
c1csc(CN2CCNCC2)c1 | 6 | 4 | 10 | 9 | 0.0 | 3 | -12 | 0 | -2
COc1c(C)cc(C(=O)C2CCCN(Cc3cccc(C)n3)C2)cc1C (stereo not drawn) | 17 | 1 | -1 | 8 | -3.2 | 21 | -5 | -1 | -3
COC(=O)C1=C(c2ccc(-c3ccccc3)c(F)c2)C[C@@H]2CC[C@H]1N2C(=O)NC1CCCCC1 | 69* | 22 | -13 | 19 | 3.5 | 35 | 43 | -1 | -2
COc1ccccc1OCCCn1cc(C=O)c2ccccc21 | 18 | -4 | -55 | 12 | 2.7 | -22 | 8 | -32 | -3
CCN(CC)C(=O)c1ccc(NC(=O)CNC(C)c2cccc3ccccc23)cc1 (stereo not drawn) | -3 | 5 | -8 | 5 | 1.9 | -8 | -8 | 11 | -4
COc1ccccc1N1CCN(Cc2cc(C)c(C)cc2O)CC1 | -13 | -6 | -20 | -5 | -2.9 | 8 | 1 | -3 | -3
COc1ccc(CC(C)Nc2cccc(F)c2)cc1 (stereo not drawn) | -22 | -5 | 3 | 6 | 1.5 | -11 | -8 | 10 | -2
CC[C@H]1CN2CC[C@@]3(C(=O)Nc4ccccc43)[C@@H]2C[C@@H]1/C(=C\OC)C(=O)OC | -21 | -6 | 13 | -4 | 0.2 | -1 | -2 | 3 | 2
C#CC1(OC(=O)c2ccccc2)CC(C)N(C)CC1C (stereo not drawn) | 11 | 5 | 3 | -2 | 1.8 | 7 | -4 | 4 | -6
O=C1NC(=O)C2(Cc3cc([N+](=O)[O-])ccc3N3CCN(C(=O)c4ccccc4)CC32)C(=O)N1 (stereo not drawn) | -21 | 4 | 15 | 21 | 3.0 | 7 | 0 | 4 | 0
Cc1ccc(-n2c(O)c(C=NCCN3CCOCC3)c(=O)[nH]c2=O)cc1 | -4 | 12 | 20 | 4 | -1.9 | 1 | 1 | 3 | 2
COc1ccccc1N1CCN(C(CNC(=O)Oc2ccccc2)c2cccnc2)CC1 (stereo not drawn) | 22 | -6 | 12 | 11 | -0.5 | 11 | -12 | 2 | -6
CCOP(=O)(OCC)c1cccc(OP(=O)(c2cccc([N+](=O)[O-])c2)c2cccc([N+](=O)[O-])c2)c1 | 5 | -2 | 11 | 3 | 3.0 | 5 | 0 | -8 | -1
CC1(O)CCC2C3CCC4=CC(=O)CCC4(C)C34OC4CC21C (stereo not drawn) | x | -7 | x | 4 | x | 0 | -7 | x | x
O=C1/C(=C/c2cccc([N+](=O)[O-])c2)N2CCC1CC2 | -11 | -2 | 24 | 11 | -1.1 | 1 | -27 | -3 | -4
CCN(CCNc1ccc([N+](=O)[O-])c2cccnc12)S(=O)(=O)c1ccccc1 | 0 | 8 | 13 | 17 | 0.7 | 6 | 11 | 15 | -2

A different layout for some results above:
SMILES	Mdm2-MdmX inh	CXCR6 block	697 NFkB inh	CCR6 antag	UPR CHOP act	Gli-Sufu block	EBI2 antag	Jurkat NFkB inh	XBP1 UPR activ
C#CC1(OC(=O)c2ccccc2)CC(C)N(C)CC1C (stereo not drawn)	11	5	3	-2	1.8	7	-4	4	-6
O=C1NC(=O)C2(Cc3cc([N+](=O)[O-])ccc3N3CCN(C(=O)c4ccccc4)CC32)C(=O)N1 (stereo not drawn)	-21	4	15	21	3.0	7	0	4	0
Cc1ccc(-n2c(O)c(C=NCCN3CCOCC3)c(=O)[nH]c2=O)cc1	-4	12	20	4	-1.9	1	1	3	2
COc1ccccc1N1CCN(C(CNC(=O)Oc2ccccc2)c2cccnc2)CC1 (stereo not drawn)	22	-6	12	11	-0.5	11	-12	2	-6
CCOP(=O)(OCC)c1cccc(OP(=O)(c2cccc([N+](=O)[O-])c2)c2cccc([N+](=O)[O-])c2)c1	5	-2	11	3	3.0	5	0	-8	-1
CC1(O)CCC2C3CCC4=CC(=O)CCC4(C)C34OC4CC21C (stereo not drawn)	x	-7	x	4	x	0	-7	x	x

(list continues)
SMILES | Mdm2-MdmX inh | CXCR6 block | 697 NFkB inh | CCR6 antag | UPR CHOP act | Gli-Sufu block | EBI2 antag | Jurkat NFkB inh | XBP1 UPR activ
O=C1NC(=O)N(Cc2ccc(F)cc2)C(=O)/C1=C\C=C\c1ccco1 | 9 | 2 | -6 | 5 | -1.5 | -1 | -3 | -2 | -1
CCCCOC(=O)c1ccccc1C(=O)OCCCC | 3 | 1 | -8 | 24 | 0.2 | -11 | -9 | -3 | 1
Cc1nc2ccc(P(=O)(O)O)cc2s1 | 6 | x | 17 | x | -0.7 | x | x | 7 | 0
COc1cc(/C=C2/C(=O)NC(=O)N(c3ccccc3)C2=O)ccc1O | -35 | 9 | -6 | 0 | 4.2 | 4 | 4 | 3 | -3
O=c1cccc2n1CC1CC2CN(S(=O)(=O)c2cc(Cl)ccc2Cl)C1 (stereo not drawn) | -13 | -6 | 17 | -5 | 2.5 | 0 | -11 | -12 | -6
Cc1ccc2c(c1)CC1(CN2C)C(=O)NC(=O)N(C(C)C)C1=O (stereo not drawn) | 23 | 0 | 16 | 7 | 6.1 | -1 | -2 | 12 | -2
O=C(O)c1ccc(NC(=O)N2C[C@H]3C[C@@H](C2)c2cccc(=O)n2C3)cc1 | 7 | -4 | 6 | -2 | -1.8 | -2 | -4 | 1 | -1
O=C(c1c[nH]c2ccc(S(=O)(=O)N3CCOCC3)cc2c1=O)N1CCC2(CC1)OCCO2 | 7 | -4 | 12 | 13 | -1.1 | -3 | 9 | 12 | -2
Cc1ccc(-c2nn(Cc3ccccc3)cc2C=O)cc1 | -48 | 4 | -67 | 5 | 4.6 | 27 | -8 | -26 | 0
CC1=NN(c2ccccc2)C(=O)C1/C=C1\C(=O)NC(=O)N(c2ccc(C)c(C)c2)C1=O (stereo not drawn) | -20 | 3 | -1 | 9 | 0.2 | -2 | -10 | -13 | -3
C=C1C(C)C2C(Cc3ccccc3)NC(=O)C23OC(=O)/C=C/C(O)CCCC(C)C/C=C/C3C1O (stereo not drawn) | x | -7 | x | 7 | x | 36 | -29 | x | x
O=C(NC1CC1)c1cn(Cc2ccccc2)nc1-c1ccccc1 | 3 | -7 | 13 | -4 | 1.5 | 6 | -8 | 2 | -1
Cn1c(C(=O)N2CCC3(CC2)OCCO3)cc2c(=O)n(C)c3ccccc3c21 | -27 | -5 | 22 | -11 | -1.0 | 4 | -3 | 1 | 0
COc1cc2c(cc1OC)C13CCN4CC5=CCOC(CC(=O)O)C(C5CC41)C3N2 (stereo not drawn) | x | -8 | x | -8 | x | 7 | -9 | x | x
O=S1(=O)N(Cc2ccc(F)cc2)CCCN1Cc1ccccc1Cl | 1 | -4 | 0 | 20 | -0.7 | -10 | 9 | -16 | 1
CCOP(=O)(OCC)c1cccc(O)c1 | -18 | 7 | 1 | 2 | -0.2 | -1 | 2 | 1 | -1
CC1=CC(=O)NP(=O)(Oc2ccc3ccccc3c2)N1 (stereo not drawn) | -10 | 7 | 10 | -8 | 0.7 | 36 | 16 | -1 | 2
CC(C(=O)Nc1ccc(Br)cc1C(=O)c1ccccc1)N1CCOCC1 (stereo not drawn) | 1 | 2 | 2 | 7 | -1.2 | 1 | 4 | -13 | 2
CCOP(=S)(OCC)N1CC1 | x | 4 | x | 0 | x | -2 | -5 | x | x
CCOP(=O)(OCC)C(NC(=O)C(C)C)C(Cl)(Cl)Cl (stereo not drawn) | 23 | -2 | 17 | 6 | -1.0 | -7 | -12 | -1 | -2
ClCCN(CCCl)c1ccc(C2=NCCc3ccccc32)cc1 | x | -3 | x | 18 | x | 17 | 9 | x | x
O=C(COc1ccccc1)Nc1ccc(Cl)cc1C(=O)c1ccccc1 | 25 | -8 | 23 | 18 | 1.0 | -10 | 2 | -17 | -5
CCC(C)c1ccc(N2C(=O)NC(=O)/C(=C/c3cccn3CCOc3ccc(C)cc3)C2=O)cc1 (stereo not drawn) | 5 | -1 | 4 | 20 | 34 | -6 | 38 | -10 | 14
COC(=O)C1=C(c2ccc(F)cc2OCc2ccccc2)C[C@@H]2CC[C@H]1N2C(=O)NCc1ccc(F)cc1 | 15 | 11 | 6 | 12 | 0.4 | 11 | 17 | 13 | -4
COC(=O)C1=C(c2ccccc2OCc2ccccc2)C[C@@H]2CC[C@H]1N2C(=O)NCc1ccc(OC)c(OC)c1 | 2 | 14 | 12 | 13 | -0.2 | 16 | 15 | 2 | 3
O=c1[nH]c(=S)n(Cc2ccc(F)cc2)c(O)c1C=NCc1cccnc1 | 0 | -2 | -13 | 1 | -0.3 | 72* | -5 | -1 | -1
CC1CCN(S(=O)(=O)c2ccc(NN=C(C#N)C#N)cc2)CC1 | 9 | x | -13 | x | -0.5 | x | x | 0 | -5
Nc1ccc(Cl)cc1C(=O)c1ccccc1 | 3 | 2 | -14 | 14 | -1.2 | -2 | 4 | -13 | 1
O=C(CF)NC(Nc1cccc2cccnc12)C(Cl)(Cl)Cl (stereo not drawn) | 6 | -6 | 13 | 9 | -0.1 | 0 | 7 | -3 | -4
O=C1NC(=O)N(c2cccc(Cl)c2)C(=O)/C1=C\c1ccc(Sc2nc3ccccc3[nH]2)o1 | -9 | -13 | 12 | 16 | 2.7 | 1 | 8 | 14 | -6
CCOP(=O)(OCC)C1(O)C(=O)Nc2ccc(Br)cc21 (stereo not drawn) | 22 | -5 | 12 | -13 | 0.2 | 5 | -9 | 14 | -4
CCC(=NCc1ccco1)c1c(O)n(-c2ccccc2C)c(=O)[nH]c1=O | 9 | 3 | 3 | 5 | -1.8 | 0 | -1 | -11 | 2
CCCCn1c(O)c(C(C)=NCCN2CCOCC2)c(=O)[nH]c1=O | -19 | 5 | 12 | 16 | -0.9 | -1 | -10 | -3 | -2
COc1cccc(N=Cc2c(O)n(Cc3ccco3)c(=O)[nH]c2=O)c1 | 21 | 5 | 18 | 10 | -1.6 | 1 | -2 | 5 | 0
COC(=O)C1=C(c2ccc(OC(F)(F)F)cc2)C[C@@H]2CC[C@H]1N2C(=O)NCCOc1ccccc1Cl | 0 | 8 | -2 | 22 | 0.5 | 16 | 6 | -12 | 0
